# aGal spleen mod: inhibits or activates alpha-galactosidase in human spleen homogenate; Potency, µM (doses to about 80 µM), without a hit: at the top dose activity change, negative = inhibition, hits mostly inhibitors; AID 2107; actives 0.008% (n = 240,000); human spleen homogenate, 4MU-alpha-Gal fluorescence, 40 min; P06280;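 further: 0% = enzyme with vehicle and -100% = no enzyme basal signal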
# Target sequence (P06280 32-429 limits assumed): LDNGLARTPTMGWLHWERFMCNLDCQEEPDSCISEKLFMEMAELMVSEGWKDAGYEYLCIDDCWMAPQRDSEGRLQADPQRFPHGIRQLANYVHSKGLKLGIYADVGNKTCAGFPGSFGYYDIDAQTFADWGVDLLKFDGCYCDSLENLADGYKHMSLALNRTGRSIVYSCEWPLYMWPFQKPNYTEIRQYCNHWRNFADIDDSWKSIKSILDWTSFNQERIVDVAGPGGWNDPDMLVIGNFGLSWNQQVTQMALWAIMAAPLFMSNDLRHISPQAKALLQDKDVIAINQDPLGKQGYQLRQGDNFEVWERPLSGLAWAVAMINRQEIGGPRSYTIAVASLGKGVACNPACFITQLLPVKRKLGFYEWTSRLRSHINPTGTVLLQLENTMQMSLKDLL
#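 Inhibition or activation of alpha-galactosidase in human spleen homogenate is scored by 4-MU fluorescence after 40 min at 37C, pH 5.0, with 1 mM substrate. AC50s come from concentration-response fitted to the Hill equation.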
# ALDH1A1 inh: blocks purified human ALDH1A1 activity | P00352 | Purified ALDH1A1, NADH fluorescence, propionaldehyde substrate | Potency, µM (top dose mostly 75.3 µM), for the others: at the top dose activity, negative = inhibition, actives largely listed as inhibitors | actives 7.3% (n = 220,000); active means well fitted inhibition curve with a large enough effect, not every such curve was filed as active; inconclusive means small, poorly fitted or top-dose-only effect, or another doubt; inactive means no such curve, though single readings can be large or run the other way;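 further: plate controls were no enzyme wells and a reference inhibitor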
# Tau fibril ThT: blocks human tau fibril formation measured by thioflavin T; P10636; recombinant tau K18 P301L, heparin-induced fibrillization, ThT fluorescence; Potency, µM (top dose mostly 57.4 µM), inactives show at the highest dose activity, negative = inhibition, most hits filed as inhibitors; actives 2.1% (n = 270,000); AID 1460; further: nearly all actives have a fitted effect of over 55% in size
# Target sequence (P10636 561-689 P618L limits assumed): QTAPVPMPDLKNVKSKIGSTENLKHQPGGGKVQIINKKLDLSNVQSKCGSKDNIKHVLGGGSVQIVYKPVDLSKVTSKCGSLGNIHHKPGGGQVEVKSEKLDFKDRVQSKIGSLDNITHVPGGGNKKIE
#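 Fibril formation assay: tau K18 P301L at 15 uM with trace Alexa 594 label, heparin inducer 20 uM, pH 7 sodium acetate buffer, 37 C for 6 hr; endpoint ThT signal.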
# Tau fluor counter: counter-screen for tau fibril formation inhibitors; AID 1463; tau K18 P301L (four-repeat tau fragment) Alexa594 fluorescence, heparin fibrillization; Potency, µM (doses to about 57.7 µM), for the others: at the highest dose activity change, negative = decrease; actives 0.93% (n = 280,000); further: nearly all actives have a fitted effect of over 55% in size
#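 Human K18 P301L tau (15 uM unlabeled plus 0.24 uM Alexa 594-labeled, final) in 100 mM sodium acetate pH 7 was mixed with compound and 20 uM heparin and incubated 6 hr at 37 C.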
# L3MBTL1 block: blocks human L3MBTL1; AlphaScreen L3MBTL1–H3K9me1 peptide binding; Potency, µM (doses to about 57.1 µM), inactives show at the highest dose activity, negative = inhibition, most hits filed as inhibitors; actives 0.66% (n = 230,000); Q9Y468; further: nearly all actives have a fitted effect of over 60% in size
#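 L3MBTL1 (50 nM) pre-complexed 30 min with biotinylated H3(1-15)K9me1 peptide (75 nM), then compounds added for 30 min at room temperature; AlphaScreen streptavidin donor/nickel chelate acceptor beads (10 ug/mL final) read after 30 min dark incubation.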
# Tau fibril FP: blocks human tau fibril formation measured by polarization | Potency, µM (series often up to 57.7 µM), for inactives: top-dose activity, negative = inhibition, actives largely listed as inhibitors | K18 P301L tau heparin fibrillization, Alexa594 FP, 6 h | actives 0.39% (n = 280,000) | AID 1468; further: nearly all actives have a fitted effect of over 55% in size
#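 Human K18 P301L fragment (15 uM unlabeled plus 0.24 uM Alexa 594-labeled) in 100 mM sodium acetate pH 7 with compound, aggregation induced by 20 uM heparin for 6 hr at 37 C. ThT (30 uM) added for 1 hr, then Alexa 594 FP read.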
# TR SRC2 fluor cs: Texas Red fluorescence interference in TRb-SRC2 counter-screen; TRb/SRC2 Texas Red total fluorescence interference; Potency, µM (series often up to 106 µM), without a hit: at the top dose fluorescence change, negative = quenching; actives 0.29% (n = 280,000); AID 1479; active means well fitted curve in either direction with a large enough effect; inconclusive means small, poorly fitted or top-dose-only effect
#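 Human TRβ ligand-binding domain (0.6 uM) and Texas Red SRC2 peptide (20 nM) in Tris buffer with 1 uM T3 and 5% DMSO were incubated with pinned compound for 5 hr at ambient temperature. Total fluorescence was computed as S + 2P (555/632 nm).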
# TRb SRC2 PPI: inhibitors of human thyroid hormone receptor beta-SRC2 interaction. Potency, µM (highest dose often 106 µM), inactives show at the highest dose activity change, negative = inhibition, usual class: inhibitors. AID 1469. actives 0.065% (n = 280,000). TRbeta-SRC2 peptide binding, fluorescence polarization; receptor liganded with 1 µM T3;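 further: plate controls were bound peptide for no effect and peptide without receptor for full effect; nearly all actives have a fitted effect of over 50% in size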
# Target sequence (P10828 whole entry, looked up): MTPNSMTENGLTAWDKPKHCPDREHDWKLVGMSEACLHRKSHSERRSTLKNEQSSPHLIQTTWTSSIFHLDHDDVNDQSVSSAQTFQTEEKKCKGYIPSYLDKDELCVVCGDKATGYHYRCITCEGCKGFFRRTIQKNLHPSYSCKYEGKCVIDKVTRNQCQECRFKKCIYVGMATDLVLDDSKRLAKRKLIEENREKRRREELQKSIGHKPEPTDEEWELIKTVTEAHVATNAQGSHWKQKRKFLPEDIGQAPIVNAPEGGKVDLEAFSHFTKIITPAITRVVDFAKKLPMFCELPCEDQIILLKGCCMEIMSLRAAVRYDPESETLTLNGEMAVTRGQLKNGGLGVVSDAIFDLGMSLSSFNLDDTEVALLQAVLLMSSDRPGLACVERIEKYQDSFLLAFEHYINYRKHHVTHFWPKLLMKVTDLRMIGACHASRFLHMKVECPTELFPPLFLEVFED
#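 Human TRb ligand-binding domain (0.6 uM) is mixed with 20 nM Texas Red SRC2 peptide and 1 uM T3; after compound addition and 5 hr at ambient temperature, polarization is measured and normalized to unbound and bound controls.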
# The depositor's hits bear a star; ? = inconclusive; . = no result given; [ ] = dose if it differs, or a comment. Unless noted, the call rests on the fitted dose curve; in most records, active means well fitted curve in the direction sought with a large enough effect; inconclusive means small, poorly fitted or top-dose-only effect, or another doubt; inactive means no such curve, though single readings can be large; an effect the other way counts as inactive or inconclusive. Unless noted, on the % scale 0 is the no-effect control and ±100 the full control effect; potency means the concentration at half of the fitted maximal effect.
# Sequence of screens – aGal spleen mod	ALDH1A1 inh	Tau fibril ThT	Tau fluor counter	L3MBTL1 block	Tau fibril FP	TR SRC2 fluor cs	TRb SRC2 PPI
(1) COc1cccc(C(=O)NCc2ccc3[nH]c(C)cc3c2)c1
 : -3%	28µM*	9%	8%	-15%	-3%	0%	-4%
(2) CCC(C)NCCOCCOc1ccc(C)cc1OC (stereo unspecified)
 : 7%	-15%	3%	4%	3%	4%	0%	-4%
(3) Cc1ccc(Oc2cnc3ccccc3n2)cc1
 : -2%	?	-3%	0%	19%	4%	0%	-18%
(4) CCN(CC)S(=O)(=O)c1cc(NS(=O)(=O)c2cccc(C(=O)O)c2)ccc1C
 : -3%	?	3%	-1%	31%[activator]	-1%	1%	-4%
(5) COCCOC(=O)c1[nH]c2c(c1C)C(=O)CC(c1ccccc1)C2 (stereo unspecified)
 : 0%	-9%	4%	-5%	-8%	-2%	-6%	-7%
(6) Cn1c(=O)c(C(=O)NC2CCCCCCC2)c(O)c2ccccc21
 : -5%	6%	1%	-2%	2%	-1%	4%	3%
(7) COc1ccc2nc(SCC(=O)NCCc3ccccc3)[nH]c2c1
 : 7%	.	-7%	-10%	-6%	-7%	-3%	5%
(8) CCOC(=O)C1NC(=O)CC1c1ccccc1 (stereo unspecified)
 : -16%	1%	-1%	6%	6%	15%	-1%	-11%
(9) Cc1ccc2occ(CC(=O)N(Cc3ccccc3Cl)C3CCS(=O)(=O)C3)c2c1 (stereo unspecified)
 : .	.	-8%	-9%	.	9%	0%	5%
(10) CCOC(=O)c1c(C)[nH]c(C)c1S(=O)(=O)NCC(=O)Nc1ccc(CC)cc1
 : .	.	2%	-14%	.	-12%	-1%	-4%
(11) CC(=O)Oc1ccc2c(c1)CCC1C2CC[C@@]2(C)C1CC(OC(C)=O)C2OC(C)=O (stereo partly specified)
 : 9%	2%	-6%	-1%	.	-2%	-3%	-2%
(12) COCCNc1nc(C)nc2c1nc(-c1ccccc1)n2CC1CCN(C)CC1
 : 5%	?	7%	2%	.	2%	-4%	4%
(13) Cc1ccc(NC(=O)c2cnn(-c3ccc(C)c(C)c3)c2C2CCN(C(=O)OC(C)(C)C)CC2)c(C)c1
 : .	.	?	-22%	.	-12%	1%	-1%
(14) Cc1ccc(S(=O)(=O)c2nc(-c3ccco3)oc2SCC(=O)c2ccc(Cl)cc2)cc1
 : .	.	-6%	?	.	?	1%	1%
(15) CCOCCCn1c(C)nc2c(c1=O)c1nc3ccccc3nc1n2CCC1=CCCCC1
 : 7%	?	-17%	-3%	4%	-4%	-4%	0%
(16) COc1ccc(C)cc1S(=O)(=O)N(C)CC(=O)NCc1ccco1
 : 3%	?	?	-3%	-3%	-9%	-2%	-3%
(17) Cc1cccc(-n2c(O)c(C=Nc3ccc(O)cc3)c3ccccc3c2=O)n1
 : -2%	-7%	?	-25%	-9%	13%	-9%	-2%
(18) O=C(c1cccnc1)N1CCCc2ccccc21
 : 8%	-6%	-1%	5%	11%	-4%	2%	-5%
(19) CCN(CC)S(=O)(=O)c1ccc(N=Cc2c(C)c(C#N)c(=O)n(C)c2O)cc1
 : -7%	?	?	-19%	-1%	-6%	-5%	1%
(20) Cc1nc2ccccc2c2c1C(=O)N(c1cccc(C(=O)O)c1)C2=O
 : 1%	7%	4%	2%	3%	-8%	-1%	4%
(21) COc1ccc(NC(=O)c2cc(Cl)ccc2NC(=O)c2ccco2)c(OC)c1
 : -5%	-4%	-6%	-26%	.	-1%	-2%	12%
(22) COc1ccccc1[C@@H]1C(c2ccccc2)=NN(c2ccc(Br)cc2)[C@H]1C(=O)N1CCOC1=O
 : 8%	?	-5%	?	14%	1%	1%	4%
(23) CSc1cc(C)n(-c2ccccc2C)c(=S)c1C(C)=O
 : 1%	3%	-6%	-4%	.	9%	-4%	0%
(24) COc1ccc2ccccc2c1/C=N/NC(=S)NCCN1CCOCC1
 : 0%	1%	-14%	-26%	.	-4%	-3%	0%
(25) O=c1ccc(C(F)(F)F)cn1Cc1cc(=O)n2cc(Br)ccc2n1
 : 6%	-4%	-17%	-13%	?	8%	-1%	1%
(26) CC(=O)c1sc(NC(=O)CCOc2ccccc2)nc1C
 : 1%	?	-6%	-1%	-21%	4%	-2%	7%
(27) Cc1c(C(=O)OCC(=O)NCC2CCCO2)cccc1[N+](=O)[O-] (stereo unspecified)
 : -6%	1%	-2%	1%	-7%	3%	-2%	4%
(28) COc1ccc(CCNc2nc(-c3ccc(F)cc3)cc(C(F)(F)F)n2)cc1OC
 : .	.	-13%	-22%	.	-11%	-2%	3%
(29) Cn1c(=O)c2c(SCC(=O)Nc3ccc4c(c3)OCCO4)nc(CC(C)(C)C)nc2n(C)c1=O
 : 4%	-2%	?	-27%	6%	6%	0%	1%
(30) CCOc1ccc(C(=O)Nn2cnnc2)cc1
 : 8%	9%	-1%	5%	2%	2%	2%	-11%
(31) COc1ccc(N(CC(=O)NCCSc2ccccc2)S(C)(=O)=O)cc1
 : 0%	1%	-6%	-9%	-7%	-3%	-4%	6%
(32) COc1ccc(Cl)cc1NC(=O)c1oc(C)nc1C
 : 0%	?	-10%	-2%	-3%	-3%	0%	-8%
(33) NC(=S)NNC(=O)c1cc(C(F)(F)F)cc(C(F)(F)F)c1
 : 8%	.	.	-7%	.	-5%	-6%	-2%
(34) CC(=O)c1c(C(C)=O)c(C)n(-c2ccc(C)c(NC(=O)c3ccccc3Cl)c2)c1C
 : 6%	16%	-8%	-10%	-2%	-3%	-2%	-1%
(35) COc1ccc(S(=O)(=O)Nc2ccc3c(c2)OCO3)cc1C(=O)O
 : 4%	-34%	-8%	5%	-6%	2%	-2%	-9%
(36) CC1(C)C(O)=C(c2nc3ccccc3[nH]2)C(=N)N1c1ccccc1
 : 13%	-2%	-13%	-5%	1%	0%	0%	1%
(37) CCCOc1ccc(/C=C/c2[nH]c(=O)[nH]c(=O)c2[N+](=O)[O-])cc1OCC
 : -3%	.	?	2%	.	8%	1%	6%
(38) COc1ccccc1C(=O)NNC(=S)NC(=O)c1ccco1
 : 4%	-6%	14%	-1%	6%	-13%	-1%	-9%
(39) C1=C2C[N+]3(CCCC3)CC2Cc2ccc3ccccc3c21 (stereo unspecified)
 : 7%	8%	3%	-4%	.	0%	-1%	-9%
(40) Cc1c(C(N)=O)sc2ncn(CC(=O)NCCc3ccccc3)c(=O)c12
 : 4%	-1%	?	-9%	-2%	-8%	0%	-1%
(41) CC(C)Sc1ncc(Cl)c(C(=O)Nc2ccc(S(=O)(=O)N(C)c3ccccc3)cc2)n1
 : .	.	?	?	.	-4%	-1%	-6%
(42) CCN(CC(=O)NC1CCS(=O)(=O)C1)C(=O)/C=C/c1cccs1 (stereo unspecified)
 : 4%	3%	-2%	0%	-1%	7%	-2%	-1%
(43) CN(C)CC(=O)Nc1nc(-c2ccccc2)cs1
 : 7%	-2%	-9%	-16%	.	?	-6%	-3%
(44) CCOC(=O)C1=C(C)NC(C)=C(C(=O)OCC)C1c1ccc([N+](=O)[O-])s1
 : 5%	0%	-18%	?	-17%	0%	-3%	1%
(45) Cc1ccccc1OCC(=O)NCC(=O)OCC(=O)c1ccc2ccccc2c1
 : 3%	?	-13%	-15%	-3%	5%	-1%	11%
(46) O=C(/C=C/c1cccc([N+](=O)[O-])c1)NCc1cccnc1
 : -8%	5%	9%	6%	6%	7%	-2%	-11%
(47) Cc1ccccc1C(=O)NC(=S)Nc1cccc(NC(=O)C(C)C)c1
 : 5%	?	0%	1%	0%	1%	2%	-7%
(48) COc1cccc(CNC(=O)N[C@@H](CC(C)C)C(=O)O)c1
 : -1%	15%	-1%	-1%	.	10%	1%	-3%
(49) COc1ccc(C2C=C(c3cccs3)Nc3nc(CCCO)nn32)cc1 (stereo unspecified)
 : ?	?	?	-12%	-6%	?	-1%	1%
(50) CCOc1cccc2cc(-c3nc4sc5c(c4c(=O)[nH]3)CCC(C)C5)c(=O)oc12 (stereo unspecified)
 : .	.	-17%	-10%	.	0%	7%	-12%
(51) Cc1nc(SCc2ccccc2)c2ccsc2n1
 : -8%	?	?	-11%	.	?	-2%	2%

# Gathered by group, those above containing two or more sulfur atoms (seven)
# Sequence of screens – aGal spleen mod	ALDH1A1 inh	Tau fibril ThT	Tau fluor counter	L3MBTL1 block	Tau fibril FP	TR SRC2 fluor cs	TRb SRC2 PPI
(4) CCN(CC)S(=O)(=O)c1cc(NS(=O)(=O)c2cccc(C(=O)O)c2)ccc1C
 : -3%	?	3%	-1%	31%[activator]	-1%	1%	-4%
(14) Cc1ccc(S(=O)(=O)c2nc(-c3ccco3)oc2SCC(=O)c2ccc(Cl)cc2)cc1
 : .	.	-6%	?	.	?	1%	1%
(23) CSc1cc(C)n(-c2ccccc2C)c(=S)c1C(C)=O
 : 1%	3%	-6%	-4%	.	9%	-4%	0%
(31) COc1ccc(N(CC(=O)NCCSc2ccccc2)S(C)(=O)=O)cc1
 : 0%	1%	-6%	-9%	-7%	-3%	-4%	6%
(41) CC(C)Sc1ncc(Cl)c(C(=O)Nc2ccc(S(=O)(=O)N(C)c3ccccc3)cc2)n1
 : .	.	?	?	.	-4%	-1%	-6%
(42) CCN(CC(=O)NC1CCS(=O)(=O)C1)C(=O)/C=C/c1cccs1 (stereo unspecified)
 : 4%	3%	-2%	0%	-1%	7%	-2%	-1%
(51) Cc1nc(SCc2ccccc2)c2ccsc2n1
 : -8%	?	?	-11%	.	?	-2%	2%
